# PME-1 inh = PME-1 (human) inhibition | Q9Y570 | recombinant PME-1, FP-Rh probe fluorescence polarization | inhibition, % at 5.9 µM | 0.53% of 320,000 active | AID 2130;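 active means inhibition above the campaign mean of all compounds plus 3 SD, cut at about 26% in these data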;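 further: competitive labeling of PME-1 active site by serine hydrolase directed probe; 0% = PME-1 with DMSO and 100% = wells lacking PME-1 enzyme; inhibitors block probe labeling so polarization falls and inhibition rises; many of its hits are not listed in these tables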
# LYPLA2 counter = LYPLA2 (human) inhibition in PME1 counter-screen. inhibition, % at 5.9 µM. recombinant LYPLA2, FP-Rh probe fluorescence polarization. 0.38% of 320,000 active. AID 2177. O95372;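 active means inhibition above the screen-wide mean plus 3 SD, limit set per campaign, cut at about 26% in these data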;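 further: 0% = LYPLA2 with DMSO and 100% = wells lacking LYPLA2 enzyme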
# PAFAH1B3 FP inh = inhibitors of human PAFAH1B3; 0.28% of 340,000 active; AID 492972; inhibition, % at 3.39 µM; Q15102; recombinant PAFAH1B3, FP-rhodamine probe, fluorescence polarization;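 active means inhibition above the screen-wide average of all tested compounds plus 3 SD, cut at about 25% in these data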;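 further: 0% = enzyme with DMSO only and 100% = wells lacking PAFAH1B3 protein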
# PAFAH2 inh = PAFAH2 (human) inhibition; recombinant PAFAH2, FP-rhodamine activity probe, fluorescence polarization; AID 492956; inhibition, % at 3.39 µM; 0.99% of 340,000 active;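 active means inhibition above the mean over all tested compounds plus 3 SD, cut at about 30% in these data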;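 further: inhibitors block probe labeling of enzyme so polarization drops; 0% = enzyme with DMSO and 100% = wells lacking PAFAH2 protein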
# PAFAH1B2 inh = inhibitors of human PAFAH1B2 | P68402 | AID 492953 | 1.2% of 340,000 active | inhibition, % at 3.39 µM | recombinant PAFAH1B2, FP-rhodamine activity probe, fluorescence polarization;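 active means inhibition above the mean of all tested compounds plus 3 SD, cut at about 24% in these data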;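 further: 0% = enzyme with DMSO and 100% = wells lacking PAFAH1B2; many of its hits are not listed in these tables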
# pPAFAH FP inh = inhibitors of human plasma PAF acetylhydrolase (pPAFAH). Q13093. recombinant pPAFAH, FP-rhodamine probe fluorescence polarization. inhibition, % at 3.39 µM. 1.5% of 330,000 active;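 active means inhibition above the mean inhibition across the screen plus 3 SD, cut at about 25% in these data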;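 further: inhibitors block binding of the rhodamine activity-based probe so polarization drops; 0% = enzyme with DMSO and 100% = wells lacking pPAFAH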
# Target sequence (Q13093 whole entry, looked up): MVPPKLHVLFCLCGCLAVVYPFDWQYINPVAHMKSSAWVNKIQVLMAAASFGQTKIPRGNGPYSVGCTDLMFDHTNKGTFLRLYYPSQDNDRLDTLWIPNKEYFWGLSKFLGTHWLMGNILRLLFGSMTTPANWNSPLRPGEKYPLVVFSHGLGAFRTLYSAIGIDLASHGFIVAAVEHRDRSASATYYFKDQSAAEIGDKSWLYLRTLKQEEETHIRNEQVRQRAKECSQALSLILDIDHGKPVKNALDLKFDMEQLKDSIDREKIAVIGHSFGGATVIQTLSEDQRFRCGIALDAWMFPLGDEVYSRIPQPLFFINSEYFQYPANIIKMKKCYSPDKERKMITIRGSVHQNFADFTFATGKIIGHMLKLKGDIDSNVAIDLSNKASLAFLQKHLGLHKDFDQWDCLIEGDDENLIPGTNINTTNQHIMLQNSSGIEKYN
# GSTO1 inh = blocks human GSTO1 in RBBP9 counter-screen; P78417; recombinant GSTO1, activity-based probe fluorescence polarization; inhibition, % at 5.96 µM; 1.1% of 300,000 active;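 active means inhibition above the campaign mean inhibition plus 3 SD, cut at about 35% in these data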;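 further: 0% = GSTO1-1 with DMSO and 100% = wells lacking GSTO1-1 enzyme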
# LYPLA1 inh = blocks human lysophospholipase 1, a PME1 counter-screen; recombinant LYPLA1, FP-Rh probe fluorescence polarization; O75608; inhibition, % at 5.9 µM; 0.16% of 320,000 active;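 active means inhibition above the mean of all tested compounds plus 3 SD, set per campaign, cut at about 14% in these data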;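 further: inhibitors block serine hydrolase probe labeling of LYPLA1 so polarization falls; 0% = enzyme with DMSO and 100% = wells lacking LYPLA1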
# PAD4 FP inh = blocks human protein arginine deiminase 4. Q9UM07. recombinant PAD4, RCA probe fluorescence polarization. inhibition, % at 6.36 µM. 0.41% of 330,000 active. AID 485272;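 active means percent inhibition above a cutoff equal to the mean of all tested compounds plus 3 SD, cut at about 15% in these data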;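 further: 0% = PAD4 with RCA probe and DMSO and 100% = probe without PAD4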
# Target sequence (Q9UM07 whole entry, looked up): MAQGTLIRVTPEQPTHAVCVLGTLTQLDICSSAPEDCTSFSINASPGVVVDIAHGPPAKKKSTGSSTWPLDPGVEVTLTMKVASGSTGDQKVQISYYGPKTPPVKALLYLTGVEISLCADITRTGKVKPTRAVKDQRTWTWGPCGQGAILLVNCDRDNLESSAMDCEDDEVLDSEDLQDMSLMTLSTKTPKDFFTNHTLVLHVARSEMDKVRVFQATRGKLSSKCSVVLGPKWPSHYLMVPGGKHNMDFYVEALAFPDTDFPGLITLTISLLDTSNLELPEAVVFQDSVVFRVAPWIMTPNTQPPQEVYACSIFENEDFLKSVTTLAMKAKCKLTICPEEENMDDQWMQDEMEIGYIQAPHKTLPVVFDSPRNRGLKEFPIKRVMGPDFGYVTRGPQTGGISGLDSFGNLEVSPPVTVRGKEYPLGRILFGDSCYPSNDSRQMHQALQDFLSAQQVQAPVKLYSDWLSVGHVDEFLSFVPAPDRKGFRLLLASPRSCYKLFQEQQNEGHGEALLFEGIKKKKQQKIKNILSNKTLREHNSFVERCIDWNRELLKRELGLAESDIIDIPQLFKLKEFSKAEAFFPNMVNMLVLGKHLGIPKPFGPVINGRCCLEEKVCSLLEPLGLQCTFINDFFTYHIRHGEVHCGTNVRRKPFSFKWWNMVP
# The depositor's hits bear a star; / = not tested or not shown.
item	smiles	PME-1 inh	LYPLA2 counter	PAFAH1B3 FP inh	PAFAH2 inh	PAFAH1B2 inh	pPAFAH FP inh	GSTO1 inh	LYPLA1 inh	PAD4 FP inh
1	CC(C)CN(CC(C)C)S(=O)(=O)N1CCC(C(=O)NCc2ccc3c(c2)OCO3)CC1	5	3	14	5	10	6	2	2	0
2	COc1ccc(-c2n[nH]c(=S)n2/N=C/C=C/c2ccccc2OC)cc1	10	-5	7	7	0	10	-5	-4	-1
3	COc1ccc(CCNC(=O)CN2C(=O)COc3ccc(S(=O)(=O)N4CCOCC4)cc32)cc1OC	2	-3	10	-1	-2	2	4	-3	-3
4	COc1ccc(S(=O)(=O)NCc2ccc(C(=O)N3CCN(Cc4ccccc4)CC3)cc2)cc1	5	68*	-4	-1	1	5	2	3	-4
5	CCC(C)N1CNc2c(c(=O)[nH]c(=S)n2-c2cccc(C)c2)C1 (stereo not given)	0	0	6	9	1	7	4	-1	-2
6	Cc1cc(C(=O)NCc2cccnc2)no1	0	0	1	0	5	4	-5	0	1
7	CCn1c(C)c(Br)c(=O)c(C(=O)OC)c1-c1ccc(Cl)cc1	0	4	6	2	-4	2	-2	2	1
8	Cc1ccc(C(=O)CSC2=C(C#N)C(c3ccco3)C3=C(CC(C)(C)CC3=O)N2)cc1 (stereo not given)	13	2	-1	2	-1	15	-4	4	1
9	OCc1nnn(-c2cccc(C(F)(F)F)c2)c1CO	-12	-2	6	8	-1	0	-7	0	2
10	Nc1ccc(Oc2cc(N)cc(Oc3ccccc3)c2)cc1	-1	21	2	3	9	9	10	0	0
11	Cc1ccc(NC(=O)CC2SC(=O)N(c3ccccc3)C2=O)cc1 (stereo not given)	-5	-17	6	0	0	19	-38	-6	-7
12	Cc1ncc(CSc2nc3ccccc3[nH]2)c(N)n1	5	2	2	-9	-1	-1	3	-2	3

# A different layout for part of the listing above.
[4] COc1ccc(S(=O)(=O)NCc2ccc(C(=O)N3CCN(Cc4ccccc4)CC3)cc2)cc1
  PME-1 inh: 5
  LYPLA2 counter: 68*
  PAFAH1B3 FP inh: -4
  PAFAH2 inh: -1
  PAFAH1B2 inh: 1
  pPAFAH FP inh: 5
  GSTO1 inh: 2
  LYPLA1 inh: 3
  PAD4 FP inh: -4
[5] CCC(C)N1CNc2c(c(=O)[nH]c(=S)n2-c2cccc(C)c2)C1 (stereo not given)
  PME-1 inh: 0
  LYPLA2 counter: 0
  PAFAH1B3 FP inh: 6
  PAFAH2 inh: 9
  PAFAH1B2 inh: 1
  pPAFAH FP inh: 7
  GSTO1 inh: 4
  LYPLA1 inh: -1
  PAD4 FP inh: -2
[6] Cc1cc(C(=O)NCc2cccnc2)no1
  PME-1 inh: 0
  LYPLA2 counter: 0
  PAFAH1B3 FP inh: 1
  PAFAH2 inh: 0
  PAFAH1B2 inh: 5
  pPAFAH FP inh: 4
  GSTO1 inh: -5
  LYPLA1 inh: 0
  PAD4 FP inh: 1

# Other entries follow.
item	smiles	PME-1 inh	LYPLA2 counter	PAFAH1B3 FP inh	PAFAH2 inh	PAFAH1B2 inh	pPAFAH FP inh	GSTO1 inh	LYPLA1 inh	PAD4 FP inh
13	CCCCNC(=O)C1CCN(C/C(C)=C/c2ccccc2)CC1	-1	7	9	15	-1	4	6	-3	-3
14	COc1ccc(Cl)cc1NC(=O)CNC(c1ccccc1)c1ccccc1	-1	-13	-2	-5	-3	7	0	-7	5
15	COc1cccc(NC(=O)CCSc2ccc(C)cc2)c1	2	6	10	0	8	2	10	-1	3
16	COc1ccc(NC(=O)c2cccc(S(=O)(=O)N3CCCCCC3)c2)cc1	4	1	8	8	3	6	-3	-2	-5
17	Cc1cc(-c2ccc(C)c(S(=O)(=O)NCCCN3CCN(c4ccccc4)CC3)c2)on1	5	4	5	-1	6	0	3	0	-4
18	CCOc1ccc(/C=C\C(C)=N\O)cc1	-6	-6	-12	2	2	-3	5	-5	2
19	O=C1CCC([N+](=O)[O-])C(c2ccc(F)c(Br)c2)N1 (stereo not given)	-1	1	3	-3	4	5	2	-2	-1
20	NC(Cc1c[nH]c2ccccc12)C(=O)NCc1ccco1 (stereo not given)	6	-3	-5	0	6	2	7	-1	4
21	CC(OC(=O)C1CCN(S(=O)(=O)c2ccc(F)cc2)CC1)C(=O)NC1CCCCC1C (stereo not given)	3	-5	1	8	19	4	-6	-1	0
22	CCS(=O)(=O)c1ccc(Sc2nncn2C)c([N+](=O)[O-])c1	-2	5	12	8	-1	11	14	-3	-7
23	CC(C)c1ccccc1N1CC(C(=O)O)CC1=O (stereo not given)	5	3	1	4	0	5	4	-1	-1
24	COc1c(OC)c(O)c2c(=O)c(O)c(-c3ccccc3)oc2c1OC	6	2	16	14	2	8	4	0	1

# The list goes on:
item	smiles	PME-1 inh	LYPLA2 counter	PAFAH1B3 FP inh	PAFAH2 inh	PAFAH1B2 inh	pPAFAH FP inh	GSTO1 inh	LYPLA1 inh	PAD4 FP inh
25	CCC1=NN(C(=O)CCc2ccccc2O)C(O)(C(F)(F)F)C1 (stereo not given)	-1	-4	4	-1	3	3	3	-2	-1
26	O=C(C1CCCCC1)N1CCC(c2nc3ccccc3[nH]2)CC1	-1	2	7	0	0	-1	1	2	-2
27	Cn1c2ccccc2c2n[nH]c(=S)nc21	1	4	5	-7	2	3	3	2	3
28	O=C(Cc1ccccc1)NC(NCCCN1CCOCC1)(C(F)(F)F)C(F)(F)F	1	2	13	0	5	6	4	-2	-1
29	CCc1cccc(C)c1NC(=O)CCCSc1nc2ccccc2s1	-2	-7	10	-1	5	-2	0	-4	-2
30	COc1cccc(N=c2oc3ccccc3cc2-c2nc3ccccc3[nH]2)c1	-4	-5	4	0	2	-1	-2	-5	-3
31	CCc1ccc(N2CC(C(=O)NNC(=O)c3ccc(F)cc3)CC2=O)cc1 (stereo not given)	5	-6	-5	3	0	-3	-1	-1	-5
32	Cc1ccc(N2C(=O)CC(c3c[nH]c4ccccc34)C2=O)cc1 (stereo not given)	0	-1	0	-4	4	0	5	2	0
33	CCS(=O)(=O)c1ccc2c(c1)N(S(C)(=O)=O)CC(C(=O)NN)O2 (stereo not given)	-3	-1	6	7	2	3	-2	0	1
34	O=C(NCc1cccnc1)c1cc(-c2cccs2)on1	-5	-3	-1	0	3	6	-5	0	-1
35	Cc1ccc(N(CC(=O)NN=C2CCN(C)CC2)S(=O)(=O)c2ccc(C)cc2)cc1	-4	-6	12	6	3	-9	1	-3	-4
36	CCOC(=O)c1c(NC(=O)CSc2nnc(C)c(=O)[nH]2)sc(C)c1-c1ccc(C)cc1	-9	4	-1	-1	3	29*	-15	-8	-5

# Continued.
item	smiles	PME-1 inh	LYPLA2 counter	PAFAH1B3 FP inh	PAFAH2 inh	PAFAH1B2 inh	pPAFAH FP inh	GSTO1 inh	LYPLA1 inh	PAD4 FP inh
37	COCCNC(=O)c1c(N)n(CCC2=CCCCC2)c2nc3ccccc3nc12	12	-3	8	6	5	10	42*	3	-11
38	Cc1ccc(C(=O)Nc2ccc(N3CCOCC3)cc2)cc1S(=O)(=O)N1CCCCC1	2	-4	3	4	-2	6	/	-2	-1
39	COc1ccc(CNS(=O)(=O)c2ccc3c(c2)N(C(C)=O)CC(C)S3)cc1 (stereo not given)	5	2	1	4	1	6	6	3	-1
40	COc1cccc(/C=N/NC(=O)c2c(C)nc3ccc(Br)cn23)c1	-7	-4	1	-1	5	0	-3	-3	0
41	Cc1cc(NC(=O)CN2CCc3ccccc3C2)nc2c1c(=O)oc1ccccc12	-6	-2	1	-2	-2	-11	2	-1	-2
42	CC(C)c1nnc(NC(=O)CSc2nc3ccccc3s2)s1	-5	2	-1	-4	-40	7	15	-2	0
43	CN(c1ccccc1)S(=O)(=O)c1ccc(C(=O)N2CCCC(C(F)(F)F)C2)cc1 (stereo not given)	7	2	4	-4	1	-5	1	0	1
44	Fc1ccc(-c2csc3nnc(SCc4cccnc4)n23)cc1	-3	1	3	-3	-3	4	9	0	0
45	CC(C)n1nnnc1SCC(=O)N(C)C1CCS(=O)(=O)C1 (stereo not given)	/	/	13	6	5	3	/	/	-4
46	CCCn1c(SCC(=O)Nc2ccc(F)c(Cl)c2)nc(O)cc1=O	/	/	-5	-2	-4	6	/	/	0
47	CCCn1c(SCC(=O)Nc2cc(S(=O)(=O)N3CCOCC3)ccc2Cl)n[nH]c1=O	5	-1	6	-1	-1	-8	-2	1	0
48	O=C(C1CC1(c1ccccc1)c1ccccc1)N1CCOCC1 (stereo not given)	-2	-3	-5	8	-2	0	-1	-2	1

# 3 of the entries above in order of their number in PAD4 FP inh, rising:
nr	canonical_smiles	PAD4 FP inh
37	COCCNC(=O)c1c(N)n(CCC2=CCCCC2)c2nc3ccccc3nc12	-11
45	CC(C)n1nnnc1SCC(=O)N(C)C1CCS(=O)(=O)C1 (stereo not given)	-4
46	CCCn1c(SCC(=O)Nc2ccc(F)c(Cl)c2)nc(O)cc1=O	0

# The list goes on:
item	smiles	PME-1 inh	LYPLA2 counter	PAFAH1B3 FP inh	PAFAH2 inh	PAFAH1B2 inh	pPAFAH FP inh	GSTO1 inh	LYPLA1 inh	PAD4 FP inh
49	CC(=O)N(Cc1ccco1)C1(C(=O)NC2CCCC2)CCCCC1	5	-4	-1	-1	7	16	-1	3	9
50	O=C(OCc1ccccc1)C1CCCN1C(=O)c1cccs1 (stereo not given)	-5	-2	13	4	4	5	7	0	-1
51	CCOC(=O)CSC(CC)C(=O)Nc1nnc(CC)s1 (stereo not given)	1	-3	6	-3	3	1	8	-2	2
52	COc1ccccc1C(=O)Nc1nc2ccc(S(C)(=O)=O)cc2s1	-43	5	-3	-1	-4	-4	5	-2	1
53	COC(=O)c1sccc1NC(=S)N1CCC(C(N)=O)CC1	-6	5	3	-1	3	-4	5	3	-1
54	NS(=O)(=O)c1cccn1-c1ncc(C(F)(F)F)cc1Cl	0	4	-2	-8	-2	2	3	2	0
55	CCOc1cc(CNc2ccc(S(N)(=O)=O)cc2)ccc1OCC(=O)NC(C)(C)C	4	-4	0	0	3	4	-4	-1	4
56	COc1ccc(CN2C(=O)C(C)Oc3ccccc32)cc1 (stereo not given)	-5	2	7	1	-2	3	0	1	-2
57	O=C(CSc1nc2ccccc2o1)Nc1ccc(N2CCOCC2)cc1	-4	2	-9	5	3	5	0	1	-6
58	COc1ccccc1CNC(=O)CCCC(=O)n1ncc2cc(C)ccc21	-2	4	1	-1	3	8	2	-1	3
59	CCCC1(C(=O)OCC)NC(c2ccc(N(C)C)cc2)C2C(=O)N(c3ccc4c(c3)OCCO4)C(=O)C21 (stereo not given)	-4	7	7	-4	-1	10	6	3	0
60	O=C(COC(=O)Cc1n[nH]c(=O)c2ccccc12)NNC(=O)c1ccc(Br)cc1	/	/	6	10	13	-1	/	/	-1
61	COc1ccc(OC)c(NC(=O)N2CCCC(C(=O)c3ccccc3OC)C2)c1 (stereo not given)	-3	4	6	6	4	3	5	0	-5
62	Cc1ccsc1/C=C/C(=O)O	2	-2	2	0	5	5	12	-2	-7
63	O=C(CN1CCc2cc3c(cc2C1)OCCCO3)Nc1cccc(Br)c1	7	3	3	0	4	6	3	-3	-2

# Source: PubChem

# These rows are one share of the data. The share of hits here may be higher or lower than overall.
